SIAE primary: human SIAE inhibitors, primary screen, biochemical, fluorescence polarization, FP-Rh probe, 1536-well HTS; Sialate O-acetylesterase (Homo sapiens), Q9HAT2; SIAE FP-Rh probe binding; inhibition, % at 9.66 µM; hit rate 0.69% among 370,000;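 active = inhibition above a cutoff: mean of compounds within the control limits plus 3 SD of those, cut at about 17% in these data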;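 note: 0% = plate median of compound wells and 100% = probe without SIAE protein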
PRMT1 inh: PRMT1 methyltransferase inhibitors, primary screen, biochemical, fluorescence polarization | Protein arginine N-methyltransferase 1 (Homo sapiens), Q99873 | recombinant PRMT1, activity-based probe fluorescence polarization | inhibition, % at 2.79 µM | hit rate 1.3% among 370,000 | AID 652257, 2013;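 active = inhibition above about 21% made by adding two undisclosed values, limit read from the data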
HTRA1 inh: HTRA1 serine protease inhibitors, primary screen, biochemical, fluorescence polarization, HTS | Q92743 | recombinant HTRA1, FP-rhodamine activity-based probe | inhibition, % at 5.96 µM | hit rate 0.5% among 340,000; in the data active = inhibition above about 36%;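 note: 0% = enzyme with DMSO and 100% = wells lacking enzyme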
TCR CD3 inh: inhibitors of human TCR-CD3 interaction, primary screen, biochemical, fluorescence, TAMRA-labeled TCR probe | inhibition, % at 9.4 µM | hit rate 0.37% among 360,000 | T-cell receptor (TCR); in the data active = inhibition above about 19%;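 note: recombinant mutant TCR 2C K166C tagged with TAMRA read by polarization; 0% = receptor in buffer alone and 100% = receptor with positive control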
mABHD4 FP: ABHD4 inhibitors, primary screen, biochemical, fluorescence polarization, mouse; purified mABHD4, FP-Rh probe fluorescence polarization; inhibition, % at 8.92 µM; hit rate 0.54% among 370,000;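 active = inhibition exceeding the mean over every tested compound plus 3 SD, cut at about 30% in these data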;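 note: 0% = plate median of compound wells and 100% = S159A mutant with DMSO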
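Material: mouse ABHD4 enzyme, wild type; Benchmarks: S159A mutant high control, sample median low control; Buffer or medium: HEPES pH 7.0, NaCl, Pluronic buffer; Signal: fluorescence polarization; Read-out: percent inhibition of probe binding, normalized to plate controls; Timing: pre-incubation 45 min, probe exposure 60 min, at 25 °C; Dosing: 8.92 µM, single dose.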
TDP2 absorb: human TDP2 enzyme inhibitors, primary screen, biochemical, epi absorbance, recombinant enzyme | hit rate 0.34% among 370,000 | inhibition, % at 12.8 µM | Tyrosyl-DNA phosphodiesterase 2 (Homo sapiens), O95551 | T5PNP hydrolysis, p-nitrophenol absorbance 415 nm | AID 720702, 2013;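 active = inhibition above the mean of all tested compounds plus 3 SD, set per campaign, cut at about 25% in these data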;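 note: 0% = DMSO with enzyme and 100% = buffer with substrate but no TDP2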
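Assay system: recombinant human TDP2 / Reagent: T5PNP substrate at 5 mM, a TopII-DNA adduct mimic / Measured by: epi absorbance from released p-nitrophenol / Evaluation: % inhibition relative to enzyme-containing and enzyme-free wells / Control set: enzyme-free and DMSO wells / Replicates: each compound tested once, singlicate / Schedule: enzyme reaction with compound for 2 h at 37 °C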
PG9 binder: binders of HIV-1 gp120 antibody PG9, primary screen, biochemical, TR-FRET. AID 624416, 2012. TR-FRET gp120-PG9 antibody binding. hit rate 0.43% among 360,000. HIV-1 gp120 / PG9 antibody interaction. inhibition, % at 6.7 µM; in the data active = inhibition above about 8.5%
LEDGF integ inh: blockers of LEDGF/p75-dependent integrase strand transfer – biochemical, TR-FRET, high throughput, primary screen | TR-FRET IN-LEDGF/p75 DNA integration, Eu/Cy5 | inhibition, % at 3.7 µM | hit rate 0.64% among 370,000 | HIV-1 integrase (with human LEDGF/p75);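 active = inhibition above the screen-wide mean plus 3 SD, cut at about 13% in these data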;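 note: signal is the Cy5 over europium emission ratio at 671 and 618 nm; 0% = plate median of compound wells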
UHRF1 MBD2 ctr: UHRF1 methylated DNA binding inhibitors, primary screen, counter-screen for MBD2 inhibitor project, biochemical, TR-FRET, human UHRF1, single concentration. hit rate 0.75% among 370,000. E3 ubiquitin-protein ligase UHRF1 (Homo sapiens), Q96T88. inhibition, % at 4.4 µM. AID 687016, 2013. UHRF1 binding to methylated oligo; in the data active = inhibition above about 21%;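 note: UHRF1 SRA domain binding a hemimethylated CpG hairpin DNA probe; 0% = median of test compound wells and 100% = reference inhibitor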
Target sequence (Q96T88 whole entry, looked up, the tested form may be a part): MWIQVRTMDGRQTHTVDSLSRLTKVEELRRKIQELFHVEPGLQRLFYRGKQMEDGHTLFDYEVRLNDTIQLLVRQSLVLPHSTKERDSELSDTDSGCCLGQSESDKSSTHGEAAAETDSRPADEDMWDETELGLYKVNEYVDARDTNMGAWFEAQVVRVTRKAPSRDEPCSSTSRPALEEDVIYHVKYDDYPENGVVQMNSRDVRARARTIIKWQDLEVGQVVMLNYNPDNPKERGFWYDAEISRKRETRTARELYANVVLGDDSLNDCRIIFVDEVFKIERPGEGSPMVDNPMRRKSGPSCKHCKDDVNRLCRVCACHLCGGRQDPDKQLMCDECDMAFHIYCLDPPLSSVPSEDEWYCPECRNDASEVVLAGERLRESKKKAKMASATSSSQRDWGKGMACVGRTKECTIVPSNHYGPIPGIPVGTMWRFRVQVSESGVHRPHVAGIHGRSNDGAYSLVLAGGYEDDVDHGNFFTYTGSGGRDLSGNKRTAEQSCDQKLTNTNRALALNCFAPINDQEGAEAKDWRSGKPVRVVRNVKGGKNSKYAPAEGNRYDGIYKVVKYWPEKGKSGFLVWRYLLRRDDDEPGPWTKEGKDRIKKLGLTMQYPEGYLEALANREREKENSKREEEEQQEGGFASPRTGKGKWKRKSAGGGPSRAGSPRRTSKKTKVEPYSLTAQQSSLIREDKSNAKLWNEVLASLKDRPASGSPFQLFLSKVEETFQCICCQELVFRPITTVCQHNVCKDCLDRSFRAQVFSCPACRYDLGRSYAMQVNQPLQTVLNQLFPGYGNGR
Tn7 DDE FP: inhibitors of Tn7 peptide binding to fibrin DD(E), primary screen, biochemical, fluorescence polarization, human fibrin, Tn7 probe. FP displacement of FITC-Tn7 peptide from fibrin DD(E); 0% = median of compound wells per plate. inhibition, % at 8.3 µM. hit rate 0.13% among 370,000. AID 720508, 2013;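 active = inhibition above the mean of compounds falling within the control limits plus 3 SD of them, cut at about 14% in these data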;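 note: 0% = plate median of compound wells and 100% = 10 µM Aha-Tn7 peptide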
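Also added: labelled Tn7 tracer, 0.1 µM; Assay system: human fibrin DD(E) protein; Amount: 2 µM fibrin DD(E); Schedule: 10 min compound pre-incubation, 3 h probe incubation at room temperature; Repeats: one replicate per compound; Read-out basis: percent inhibition; Measured by: fluorescence polarization of the labelled Tn7 tracer.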
* marks the source's active call; other numbers are inactive results.

How did NS(=O)(=O)c1ccc(NC(=O)CN(C(=O)C(F)(F)F)C2CCCC2)cc1 do in these assays?
SIAE primary: 2; PRMT1 inh: 1; HTRA1 inh: 7; TCR CD3 inh: -5; mABHD4 FP: 3; TDP2 absorb: 4; PG9 binder: -0.1; LEDGF integ inh: 2; UHRF1 MBD2 ctr: -2; Tn7 DDE FP: -9

Results for NC(=O)c1ccc(Nc2nc(C(N)c3ccccc3Cl)cs2)cc1 (centres undefined) ?
SIAE primary: 1; PRMT1 inh: -6; TCR CD3 inh: -1; mABHD4 FP: 8; TDP2 absorb: -4; PG9 binder: -1.4; LEDGF integ inh: -1; UHRF1 MBD2 ctr: -1; Tn7 DDE FP: 7

How did O=C(NCCCNC(=O)C(F)(F)C(F)F)C(F)(F)C(F)F do in these assays?
SIAE primary: -1; PRMT1 inh: 14; HTRA1 inh: 3; TCR CD3 inh: -6; mABHD4 FP: 5; TDP2 absorb: 12; PG9 binder: -0.2; LEDGF integ inh: 1; UHRF1 MBD2 ctr: 0; Tn7 DDE FP: -5

Results for CCOC(=O)c1sc(NC(=O)CN(CC(C)C)CC(C)C)c(C(=O)OCC)c1C ?
SIAE primary: -10; PRMT1 inh: -4; HTRA1 inh: -7; TCR CD3 inh: 9; mABHD4 FP: 4; TDP2 absorb: -3; PG9 binder: 1.4; LEDGF integ inh: 0; UHRF1 MBD2 ctr: -1; Tn7 DDE FP: 1

Results for COC(=O)c1sc(NC(=O)c2cc(C)on2)nc1C ?
SIAE primary: -5; PRMT1 inh: 1; HTRA1 inh: 3; TCR CD3 inh: 2; mABHD4 FP: 5; TDP2 absorb: 6; PG9 binder: -2.2; LEDGF integ inh: 1; UHRF1 MBD2 ctr: -1; Tn7 DDE FP: 2

Results for CCOc1cc2[nH]c(=S)n(CCN3CCCCC3C)c(=O)c2cc1OCC (centres undefined) ?
SIAE primary: -3; PRMT1 inh: 0; HTRA1 inh: 5; TCR CD3 inh: -2; mABHD4 FP: 1; TDP2 absorb: 2; PG9 binder: 1.3; LEDGF integ inh: 2; UHRF1 MBD2 ctr: 66*; Tn7 DDE FP: -8

What do the screens show for `Cc1cc(-c2ccc(C(=O)O)s2)cnc1N`?
SIAE primary: -4; PRMT1 inh: 2; HTRA1 inh: 8; TCR CD3 inh: -9; mABHD4 FP: 10; TDP2 absorb: -3; PG9 binder: 0.2; LEDGF integ inh: -2; UHRF1 MBD2 ctr: 3; Tn7 DDE FP: -6

Results for Cc1nc2ccc(NC(=O)c3cccc(S(=O)(=O)N4CC(C)OC(C)C4)c3)cc2s1 (centres undefined) ?
SIAE primary: -4; PRMT1 inh: 1; HTRA1 inh: -17; TCR CD3 inh: 1; mABHD4 FP: -11; TDP2 absorb: -1; PG9 binder: -1.2; LEDGF integ inh: -1; UHRF1 MBD2 ctr: 1; Tn7 DDE FP: -4

What do the screens show for `COc1ccc(S(=O)(=O)NC(C)C(=O)NC2CC2)cc1C` (centres undefined)?
SIAE primary: -6; PRMT1 inh: 3; HTRA1 inh: 1; TCR CD3 inh: 5; mABHD4 FP: -5; TDP2 absorb: -18; PG9 binder: 0.6; LEDGF integ inh: -3; UHRF1 MBD2 ctr: 3; Tn7 DDE FP: -2

How did NC(=O)Cc1nc(-c2ccccc2)cs1 do in these assays?
SIAE primary: 1; PRMT1 inh: -2; HTRA1 inh: -11; TCR CD3 inh: 1; mABHD4 FP: 0; TDP2 absorb: 2; PG9 binder: -1.6; LEDGF integ inh: 0; UHRF1 MBD2 ctr: -3; Tn7 DDE FP: -3

What do the screens show for `CCC(=O)N1CCN(c2ccnc3cc(Cl)ccc23)CC1`?
SIAE primary: -5; PRMT1 inh: 5; HTRA1 inh: 0; TCR CD3 inh: -3; mABHD4 FP: -6; TDP2 absorb: -6; PG9 binder: 0.1; LEDGF integ inh: -1; UHRF1 MBD2 ctr: 4; Tn7 DDE FP: 6

Results for CN(C(=O)c1ccc(NC(=O)Cc2ccc(NC(=O)C3CCN(C(=O)C4CCC4)CC3)cc2)cc1)C1CC1 ?
SIAE primary: 0; PRMT1 inh: -2; HTRA1 inh: 3; TCR CD3 inh: 1; mABHD4 FP: -1; TDP2 absorb: -2; PG9 binder: 1.2; LEDGF integ inh: -4; UHRF1 MBD2 ctr: -1; Tn7 DDE FP: -2

What do the screens show for `C/C(=N\NS(=O)(=O)c1ccc(Br)cc1)c1ccc2c(c1)OCO2`?
SIAE primary: 14; PRMT1 inh: 3; HTRA1 inh: 0; TCR CD3 inh: -1; mABHD4 FP: -6; TDP2 absorb: 18; PG9 binder: 0.9; LEDGF integ inh: -5; UHRF1 MBD2 ctr: -6; Tn7 DDE FP: 6

Results for O=S1(=O)C=C(SCCN2CCCCC2)c2ccccc21 ?
SIAE primary: 7; PRMT1 inh: -1; HTRA1 inh: 1; TCR CD3 inh: 0; mABHD4 FP: 3; TDP2 absorb: -10; PG9 binder: 0.7; LEDGF integ inh: -3; UHRF1 MBD2 ctr: 0; Tn7 DDE FP: 1

What do the screens show for `COc1ccc(/C=C2\Oc3cc(OC(=O)N4CCOCC4)ccc3C2=O)cc1`?
SIAE primary: 5; PRMT1 inh: -3; HTRA1 inh: 7; TCR CD3 inh: -4; mABHD4 FP: 7; TDP2 absorb: 3; PG9 binder: 0.5; LEDGF integ inh: 2; UHRF1 MBD2 ctr: 0; Tn7 DDE FP: -4

Results for CCCCOc1ccc(C(=O)NCC(=O)NCC2CCCO2)cc1 (centres undefined) ?
SIAE primary: -1; PRMT1 inh: -3; HTRA1 inh: 6; TCR CD3 inh: 5; mABHD4 FP: -2; TDP2 absorb: 21; PG9 binder: -2.2; LEDGF integ inh: 2; UHRF1 MBD2 ctr: -1; Tn7 DDE FP: 0

What do the screens show for `CC(Oc1ccccc1)C(=O)OCC(=O)Nc1sccc1C(N)=O` (centres undefined)?
SIAE primary: -1; PRMT1 inh: 3; HTRA1 inh: 2; TCR CD3 inh: 4; mABHD4 FP: 0; TDP2 absorb: -6; PG9 binder: 1.2; LEDGF integ inh: 1; UHRF1 MBD2 ctr: -2; Tn7 DDE FP: -4

How did O=C(OCc1cc(=O)oc2cc(O)ccc12)c1cc(S(=O)(=O)N2CCOCC2)ccc1F do in these assays?
SIAE primary: -12; PRMT1 inh: -1; HTRA1 inh: -10; TCR CD3 inh: 3; mABHD4 FP: 1; TDP2 absorb: 17; PG9 binder: 2.0; LEDGF integ inh: -1; UHRF1 MBD2 ctr: -2; Tn7 DDE FP: 1

How did CC(C(=O)O)(C1CCCCC1)C1(O)CCCCC1 (centres undefined) do in these assays?
SIAE primary: -1; PRMT1 inh: 3; TCR CD3 inh: -7; mABHD4 FP: -1; TDP2 absorb: -5; PG9 binder: -0.5; LEDGF integ inh: -4; UHRF1 MBD2 ctr: 1; Tn7 DDE FP: -6

Results for CCNc1nc(NCC)nc(Oc2ccc(C(=O)OC)cc2)n1 ?
SIAE primary: 3; PRMT1 inh: -7; HTRA1 inh: -4; TCR CD3 inh: -3; mABHD4 FP: 0; TDP2 absorb: -18; PG9 binder: -0.4; LEDGF integ inh: 1; UHRF1 MBD2 ctr: -1; Tn7 DDE FP: 2

Looked up by compound from above (three):
Results for CCCCOc1ccc(C(=O)NCC(=O)NCC2CCCO2)cc1 (centres undefined) ?
SIAE primary: -1; PRMT1 inh: -3; HTRA1 inh: 6; TCR CD3 inh: 5; mABHD4 FP: -2; TDP2 absorb: 21; PG9 binder: -2.2; LEDGF integ inh: 2; UHRF1 MBD2 ctr: -1; Tn7 DDE FP: 0

How did NS(=O)(=O)c1ccc(NC(=O)CN(C(=O)C(F)(F)F)C2CCCC2)cc1 do in these assays?
SIAE primary: 2; PRMT1 inh: 1; HTRA1 inh: 7; TCR CD3 inh: -5; mABHD4 FP: 3; TDP2 absorb: 4; PG9 binder: -0.1; LEDGF integ inh: 2; UHRF1 MBD2 ctr: -2; Tn7 DDE FP: -9

What do the screens show for `C/C(=N\NS(=O)(=O)c1ccc(Br)cc1)c1ccc2c(c1)OCO2`?
SIAE primary: 14; PRMT1 inh: 3; HTRA1 inh: 0; TCR CD3 inh: -1; mABHD4 FP: -6; TDP2 absorb: 18; PG9 binder: 0.9; LEDGF integ inh: -5; UHRF1 MBD2 ctr: -6; Tn7 DDE FP: 6

(continued)
What do the screens show for `CCCCOc1ccc(C(=O)NC2CCCCN(CC)C2=O)cc1` (centres undefined)?
SIAE primary: 3; PRMT1 inh: 0; mABHD4 FP: 1; TDP2 absorb: 4; LEDGF integ inh: 3; UHRF1 MBD2 ctr: -2; Tn7 DDE FP: 3

How did CCN1CCN(C(=O)c2ccc(COc3ccc(Cl)cc3)o2)CC1 do in these assays?
SIAE primary: 5; PRMT1 inh: -1; HTRA1 inh: 3; TCR CD3 inh: -5; mABHD4 FP: 1; TDP2 absorb: -1; PG9 binder: 1.3; LEDGF integ inh: 2; UHRF1 MBD2 ctr: -2; Tn7 DDE FP: -5

How did CCN1C(=O)C(=O)N(CC(=O)Nc2ccccc2OC(F)F)C1=O do in these assays?
SIAE primary: -8; PRMT1 inh: 0; HTRA1 inh: 5; TCR CD3 inh: 10; mABHD4 FP: -3; TDP2 absorb: 0; PG9 binder: -0.5; LEDGF integ inh: -2; UHRF1 MBD2 ctr: 1; Tn7 DDE FP: 5

What do the screens show for `O=C(Nc1ccccc1)C1=C[C@@H](c2ccc(Br)cc2)C[C@@H](OCc2ccc(CO)cc2)O1`?
SIAE primary: -15; PRMT1 inh: 1; HTRA1 inh: -98; TCR CD3 inh: 5; mABHD4 FP: -43; TDP2 absorb: 5; PG9 binder: -1.6; LEDGF integ inh: 0; UHRF1 MBD2 ctr: -1; Tn7 DDE FP: 1

What do the screens show for `C=CCOc1ccc2ccccc2c1/C=N/O`?
SIAE primary: -3; PRMT1 inh: 5; HTRA1 inh: -1; TCR CD3 inh: 0; mABHD4 FP: -7; TDP2 absorb: 6; PG9 binder: 0.6; LEDGF integ inh: 0; UHRF1 MBD2 ctr: 4; Tn7 DDE FP: 6
